Assay outcomes from PubChem.
eIF4E-4G inh = eIF4E–eIF4G protein interaction inhibitors, primary screen, biochemical, uHTS, TR-FRET, eIF4GI fragment. Eukaryotic translation initiation factor 4E (Mus musculus) + Eukaryotic translation …. TR-FRET eIF4E-eIF4GI(517-606) binding, 2 h. inhibition, % at 21.7 µM. actives 0.37% (n = 220,000). AID 782, 2007;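 note: 0% = full FRET control wells and 100% = background wells lacking eIF4GI fragment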
14-3-3 Bad PPI = inhibitors of 14-3-3 zeta/Bad binding, primary screen, biochemical, TR-FRET, bovine 14-3-3 zeta. 14-3-3 protein zeta/delta (Bos taurus), P63103. TR-FRET 14-3-3zeta/Dy647-pBad peptide displacement, 1 h. inhibition, % at 21.7 µM. actives 0.71% (n = 220,000). AID 781, 2007;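 active = inhibition above about 70%, limit read from the data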;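 note: 0% = full 14-3-3 plus peptide FRET controls and 100% = background without 14-3-3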
hK5 inh = human KLK5 protease inhibitors, primary screen, biochemical, 1536-well | inhibition, % at 5 µM | actives 0.59% (n = 210,000) | recombinant hK5, fluorogenic AMC substrate cleavage | Kallikrein-5 (Homo sapiens), Q9Y337;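 active = inhibition of 40% or more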;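 note: 0% = enzyme controls without compound and 100% = no-enzyme blanks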
Thrombin inh = human alpha-thrombin inhibitors, primary screen, counter-screen for coagulation protease inhibitor project, biochemical, 1536-well, fluorogenic AMC substrate; Prothrombin (Homo sapiens), P00734; inhibition, % at 5 µM; Boc-VPR-AMC fluorogenic substrate cleavage; AID 1046, 2008; actives 0.26% (n = 220,000);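 active = inhibition at or above 40%; inactive = inhibition below 40%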;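 note: 0% = enzyme with no compound and 100% = wells without enzyme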
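Test system: human alpha-thrombin; medium: pH 7.5 Tris-saline with Tween 20; times: reaction at room temperature; signal: AMC fluorescence at 355 nm excitation and 460 nm emission; also added: Boc-VPR-AMC substrate, 15 µM final; dosing: one concentration per compound, 5 µM, with 0.2% DMSO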
NCF1 inh = p47phox/p22phox peptide binding inhibitors, primary screen, biochemical, uHTS, NADPH oxidase regulatory subunit. inhibition, % at 24.7 µM. AID 1274, 2008. actives 0.53% (n = 220,000). fluorescence polarization, 2 h. Neutrophil cytosol factor 1 (Homo sapiens), P14598;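 note: 0% = p47phox with labelled peptide and 100% = labelled peptide alone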
Target sequence (P14598 whole entry, looked up): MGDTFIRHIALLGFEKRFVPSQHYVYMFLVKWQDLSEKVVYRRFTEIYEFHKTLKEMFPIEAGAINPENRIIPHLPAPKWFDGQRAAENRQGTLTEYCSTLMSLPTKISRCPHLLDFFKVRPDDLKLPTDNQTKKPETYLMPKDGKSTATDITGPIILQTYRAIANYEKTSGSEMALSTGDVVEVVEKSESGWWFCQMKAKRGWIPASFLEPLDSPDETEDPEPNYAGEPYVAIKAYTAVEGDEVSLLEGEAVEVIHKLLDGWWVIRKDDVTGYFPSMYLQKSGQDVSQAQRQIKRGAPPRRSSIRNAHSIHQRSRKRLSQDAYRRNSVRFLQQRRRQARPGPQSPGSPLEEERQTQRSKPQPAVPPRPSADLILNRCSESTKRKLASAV
Rad51 HR inh = human RAD51 strand exchange inhibitors, primary screen, biochemical, fluorescence; inhibition, % at 10 µM; hRad51 DNA strand exchange, fluorescence dequenching; actives 0.085% (n = 200,000);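 active = inhibition above 40% at the single screening dose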;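 note: 0% = DMSO control wells and 100% = blanks with heterologous ssDNA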
Target sequence (Q06609 whole entry, looked up): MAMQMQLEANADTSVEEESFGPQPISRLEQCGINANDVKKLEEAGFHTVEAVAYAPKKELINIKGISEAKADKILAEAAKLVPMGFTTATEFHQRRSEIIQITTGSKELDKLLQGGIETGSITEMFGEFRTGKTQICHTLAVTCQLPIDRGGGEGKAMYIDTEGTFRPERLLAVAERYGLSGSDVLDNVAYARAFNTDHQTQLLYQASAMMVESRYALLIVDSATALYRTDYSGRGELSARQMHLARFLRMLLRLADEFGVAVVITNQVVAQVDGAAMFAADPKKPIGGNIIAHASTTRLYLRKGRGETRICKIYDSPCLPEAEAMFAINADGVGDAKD
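Read-out basis: percent inhibition relative to plate controls and blanks / Assay system: human Rad51 nucleoprotein filaments preassembled on unlabelled ssDNA / Timing: filaments 15 min 37 °C, then compound 30 min / Control set: per-plate controls and blanks / Technique: fluorescence dequenching at 485/520 nm / Compound: 10 µM final, single point / Also added: Fluorescein- and BHQ1-tagged 47-mer duplex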
Furin inhibitor = human furin inhibitors, primary screen, biochemical, fluorescence intensity; P09958; purified furin, fluorogenic substrate cleavage; inhibition, % at 30 µM; actives 0.061% (n = 220,000); in the data active = inhibition above about 25%; note: inactives centre near -15
Cl transport mod = KCC2 cotransporter modulators, thallium flux, primary screen, cell-based, HEK293 KCC2, FluoZin-2 fluorescence, MLSMR | AID 1456, 2008 | KCC2 cells, thallium flux FluoZin-2 fluorescence | Solute carrier family 12 member 5 (Homo sapiens), Q9H2X9 | actives 2.2% (n = 190,000) | B-score of Tl+ flux slope (higher = more flux/activation; lower = inhibition) at 10 µM;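 active = thallium flux slope and its plate-corrected score both differing from the plate sample mean at a set confidence after two filtering rounds, in either direction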;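 note: slope of fluorescence scaled to starting intensity during 10 to 20 s after thallium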
EBV gp42 inh = Epstein-Barr virus gp42 inhibitors, primary screen, biochemical, uHTS, fluorescence polarization. Glycoprotein 42 (Epstein-Barr virus (strain AG876)), Q1HVG2. inhibition, % (tested at 21.74 µM). Fluorescence polarization binding assay, mP read-out. actives 0.42% (n = 220,000). AID 1085, 2008; in the data active = inhibition above about 50%
Target sequence (Q1HVG2 whole entry, looked up): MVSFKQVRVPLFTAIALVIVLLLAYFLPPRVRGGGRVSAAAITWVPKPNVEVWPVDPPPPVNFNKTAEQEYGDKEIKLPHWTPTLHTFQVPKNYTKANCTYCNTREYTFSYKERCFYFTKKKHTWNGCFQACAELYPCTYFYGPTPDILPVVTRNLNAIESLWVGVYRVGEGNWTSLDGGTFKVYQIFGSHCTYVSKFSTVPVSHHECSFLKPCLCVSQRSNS
* hit, by the source's call; . = not tested or not shown; [ ] = remark or other dose.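 Rule for the calls, unless noted: active = inhibition above about 30% (limit read from the data); inactive = the rest.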

SMILES	eIF4E-4G inh	14-3-3 Bad PPI	hK5 inh	Thrombin inh	NCF1 inh	Rad51 HR inh	Furin inhibitor	Cl transport mod	EBV gp42 inh
Cc1ccc(C(=O)N2CCN(C(=O)c3ccccc3)C2c2ccc(N(C)C)cc2)cc1 (stereo unspecified)	1	8	-1	-3	-4	-35	-8	-0.75	3
O=C(CSc1nc2ccccc2[nH]1)N1c2ccccc2Sc2ccccc21	-2[fluorescence artefact?]	-17	-18	-9	-50	4	-11	-0.77	1
O=C(/C=C/c1cccs1)N1CCOCC1	-2[fluorescence artefact?]	-10	-5	4	1	-2	-28	-0.028	2
COc1ccc(-c2csc(-n3ncc(-c4ccccn4)c3N)n2)cc1	12	40	-3	-7	5	8	-31	0.027	-15
CC(Cc1ccccc1)C(=O)NCc1nc2ccccc2s1 (stereo unspecified)	7[fluorescence artefact?]	-2	-3	0	-3	1	-16	-1.1	-22
COc1ccc(S(=O)(=O)Nc2cc(Sc3ncn[nH]3)c(O)c3ccccc23)cc1	46*[fluorescence artefact?]	87*[fluorescence artefact?]	-117	-5	16	.	-5[20 µM]	-1.6	-30
Cc1ccnc(SCc2cc(=O)c(OC(=O)c3ccc(S(=O)(=O)N4CCCC4)cc3)co2)n1	1	-3[fluorescence artefact?]	-22	-1	-9	-2	-30	0.26	-14
O=c1c([N+](=O)[O-])c(N2CCCCC2)c2ccccc2n1-c1ccccc1	-7	2	-17	3	-13	3	-17[20 µM]	1.1	-22
COc1ccc(C2CC(c3c(O)cc(C)oc3=O)=NCCS2)c(OC)c1 (stereo unspecified)	5	6	-2	4	-7	-3	5	-1.1	-11
CCN1CCN(CCNC(=O)CS(=O)(=O)Cc2nc(-c3ccc(C)cc3)oc2C)CC1	0[fluorescence artefact?]	9	-6	-2	-9	-2	-6	.	-22
COc1ccc(C2c3c(oc4ccc(C)cc4c3=O)C(=O)N2c2cc(C)ccn2)cc1OC (stereo unspecified)	-10	-7	-6	3	-10	-4	-20	.	-11
Cc1ccccc1NC(=O)C(C)O/N=C/c1cccc([N+](=O)[O-])c1 (stereo unspecified)	-2	-5[fluorescence artefact?]	-23	-5	-6	-1	-5[20 µM]	0.017	-15
Fc1ccc(NC(=S)N2CCN(c3ncccn3)CC2)cc1	-6	-6	-25	-1	-1	-2	-25	0.025	1
Cc1cccc(C)c1NC(=O)COC(=O)C1CC(=O)N(Cc2ccccc2)C1 (stereo unspecified)	8	2	1	0	-4	1	-29	-1.1	-11
CCOC(=O)C1C(=O)NC(N2CCCCC2)=NC1C(C)C (stereo unspecified)	-2	0	-7	-2	0	-2	-8	1.2	-1
Nc1ccc(Cc2ccccn2)cc1	1	-8	1	-7	-5	-3	-28	1.4	-6
O=C(c1ccco1)N1CCC(c2nc(-c3ccc(F)cc3)no2)CC1	3	-6	3	-1	-8	-1	-2[20 µM]	-2.7	-22
CC1=Nc2ccc(Br)cc2C(c2ccccc2)N1CC(=O)O (stereo unspecified)	3	-3	2	-3	-10	-167	-13	.	-22
C/C(=N/NC(=O)CCC(=O)Nc1cccc(Cl)c1)c1ccc(C)cc1	4	-6	-9	-8	-1	.	-19	-0.42	-1
Cc1nc(Sc2ccccc2)c(C#N)c(C)c1[N+](=O)[O-]	-3	-6	-3	-7	-3	17	-14	-0.38	-4
CNC(=O)c1cc2cc(OC)ccc2oc1=N	-2	-2	-2	0	-9	-5	-4	0.83	-21
CNC(=O)c1cc2cccc(OC)c2oc1=O	3	14	-15	5	-6	-1	-12[20 µM]	1.1	0
O=C(COc1ccc(Br)cc1)N1CCN(c2ccc([N+](=O)[O-])c(N3CCCCC3)c2)CC1	9	-1[fluorescence artefact?]	-9	-1	0	1	5	-0.43	-3
CC(C)(C)c1cc(NC(=O)CSc2nncs2)n(-c2ccccc2)n1	-22	2	-8	-6	5	-10	0	0.82	-5
COC(=O)c1n[nH]n(-c2ccc(F)c(Cl)c2)c1=O	4	-2	0	-2	-16	18	-16	-0.85	-37
COC(=O)CSc1nnc(-c2ccoc2C)n1-c1ccc(C)cc1	1	0	30	-6	-4	1	-14	0.079	-2
CCOC(=O)N1CCc2c(sc3c2c(=O)n(Cc2ccccc2)c(=O)n3CC(=O)NCCOC)C1	2	3	12	-7	3	2	-11	0.062	-11
CN(Cc1ccon1)Cc1cn(C)nc1-c1ccc(Oc2ccccc2)cc1	-4	0	-4	-2	-4	9	-18	-0.86	-5
COC(=O)c1cn(NC(=O)C2COc3ccccc3O2)c(=O)c2ccccc12 (stereo unspecified)	7	-13	4	-6	3	3	-19	.	-1
CCC(CO)NS(=O)(=O)c1cc(-c2nn(C)c(=O)c3ccccc23)ccc1C (stereo unspecified)	2	-7	-4	-10	-6	9	-24	-0.61	-8
Cc1[nH]c2ccccc2c1/C=N/NC(=O)CNC(=O)c1cccs1	3	-2	-4	-1	-8	-8	-21	-0.98	-3
CCOc1ccccc1NC(=O)CN(Cc1ccccc1)S(C)(=O)=O	2	-2	-2	-2	-7	5	-14[20 µM]	0.5	-18
CCCC(=O)NC(=S)Nc1ccc(N2CCOCC2)c(Cl)c1	2	-9[fluorescence artefact?]	-9	-9	1	6	-8	1.4	2
O=C(O)C1=C[C@@H](c2ccc(C(F)(F)F)cc2)C[C@@H](OCc2ccc(CO)cc2)O1	-4	-3	6	2	.	.	-30	-0.84	-10
Cc1cccc(NC(=O)CSc2nnc(-c3ccco3)c(-c3ccco3)n2)c1C	20[fluorescence artefact?]	30[fluorescence artefact?]	-27	-3	-10	6	-10[20 µM]	-0.62	32
O=C(O)CN1C(=O)CC(Cc2ccc(Cl)cc2)C1=O (stereo unspecified)	1	60	2	2	-6	-6	-12	-0.76	-13
O=C(CSc1nc2ccccc2[nH]1)c1ccc2c(c1)OCO2	-2	42	-21	0	0	-9	-20[20 µM]	-0.41	-8
COc1cccc(-c2nc(Oc3cc(C)cc(C)c3)c3ccccc3n2)c1O	9[fluorescence artefact?]	-4	-9	-4	7	-12	-9	-0.48	-8
C[C@@H](C(=O)NCC1CC1)[C@@H]1C[C@@]1(C)[C@@H](NC(=O)OCc1ccccc1)c1ccccc1	5[fluorescence artefact?]	4	-6	-1	-1	-8	-18	-0.79	-8
CC(C)(C)C(=O)N1CCC[C@H]1C(O)(c1ccccc1)c1ccccc1	-2[fluorescence artefact?]	8	-8	-6	-2	-14	-12	.	0
CCOc1cccc(OCCOCCOc2ccccc2C(C)=O)c1	4	13[fluorescence artefact?]	11	1	3	-11	-13	-0.1	-8
Cc1ccc(S(=O)(=O)N(C)C)cc1NC(=O)c1ccc(OC(F)(F)F)cc1	4	-8[fluorescence artefact?]	-13	-16	1	-6	-16	-0.21	6
CC(Sc1nc(NCc2ccccc2)nc(N2CCOCC2)n1)C(=O)Nc1ccccc1 (stereo unspecified)	-12	13[fluorescence artefact?]	-9	1	-7	8	-16[20 µM]	0.59	-28
CC(=O)c1ccc(S(=O)(=O)N2CCC(NC(=O)Nc3cccc(F)c3)CC2)cc1	0	-1	8	-4	-3	.	-7	.	4
CC(=O)N1CCC(C(=O)Nc2cc(C)cc(C)c2)CC1	2	0	-3	-6	-10	5	-10	.	-11

Three compounds drawn at random from the list so far, as already listed:
SMILES	eIF4E-4G inh	14-3-3 Bad PPI	hK5 inh	Thrombin inh	NCF1 inh	Rad51 HR inh	Furin inhibitor	Cl transport mod	EBV gp42 inh
Cc1cccc(NC(=O)CSc2nnc(-c3ccco3)c(-c3ccco3)n2)c1C	20[fluorescence artefact?]	30[fluorescence artefact?]	-27	-3	-10	6	-10[20 µM]	-0.62	32
O=C(O)C1=C[C@@H](c2ccc(C(F)(F)F)cc2)C[C@@H](OCc2ccc(CO)cc2)O1	-4	-3	6	2	.	.	-30	-0.84	-10
CC(Sc1nc(NCc2ccccc2)nc(N2CCOCC2)n1)C(=O)Nc1ccccc1 (stereo unspecified)	-12	13[fluorescence artefact?]	-9	1	-7	8	-16[20 µM]	0.59	-28

The results go on.
SMILES	eIF4E-4G inh	14-3-3 Bad PPI	hK5 inh	Thrombin inh	NCF1 inh	Rad51 HR inh	Furin inhibitor	Cl transport mod	EBV gp42 inh
COc1ccc2cc3cc(C(=O)NCc4ccc5c(c4)OCO5)oc3nc2c1	-12[fluorescence artefact?]	25[fluorescence artefact?]	-10	0	15	.	-13	-0.12	-20
O=C(Nc1ccccc1Cl)ON=C1c2ccccc2-c2ccccc21	7	3	-5	-1	-1	3	-5[20 µM]	0.063	-23
C=C(C)c1cccc(C(C)(C)NC(=O)NCc2ccncc2)c1	1	-3	.	-6	-9	.	-16	0.61	-10
CC1(C)C(C=C(Cl)Cl)C1C(=O)N1CCN(c2ccccc2)CC1 (stereo unspecified)	-7[fluorescence artefact?]	-6	-8	4	-16	-5	-24[20 µM]	.	-20
N#CC1=C(N)Oc2n[nH]c(-c3ccc(F)cc3)c2C1c1ccncc1 (stereo unspecified)	-4	-7[fluorescence artefact?]	1	9	0	.	-17	-0.2	-17
COc1cc(/C=C(\C#N)C(=O)NC(C)C)cc(Cl)c1O	-1	-9	-5	-5	-11	-27	-10	-0.86	-20
COc1cc2cc(C(c3nnnn3C(C)(C)C)N3CCc4ccccc43)c(=O)[nH]c2cc1OC (stereo unspecified)	7[fluorescence artefact?]	5	-15	2	-6	8	-2	.	-2
C=CCOC(=O)C1=C(C)NC(SCC(=O)OCC)=C(C#N)C1c1ccc(C)cc1 (stereo unspecified)	-3	-2[fluorescence artefact?]	7	-3	-11	-4	-9[20 µM]	-1.3	-1
CC(C)(C)C1CCc2c(sc(NC(=O)CSc3nnc(-c4ccccc4)o3)c2C#N)C1 (stereo unspecified)	2[fluorescence artefact?]	-3	-1	2	-26	.	-3	0.14	8
O=C(/C=C/c1ccccc1)/C=C/c1ccccc1	4	-3	-5	1	6	14	-21	-0.38	-2
CCCc1nnc(NC(=O)CCC(=O)N2CCN(CCOc3ccc(C)cc3)CC2)s1	-9	6	22	14	-9	10	-22[20 µM]	0.46	0
O=C(c1cc2cc(Cl)ccc2oc1=O)N1CCCC1	0	11	-23	5	-11	8	-8[20 µM]	1.5	-14
FC(F)(F)c1ccc(C2[C@H]3CN(Cc4ccc(-c5ccccc5)cc4)[C@H](c4ccccc4)C34CC2(c2cccnc2)C4)cc1 (stereo partly specified)	-6	-1	2	1	-2	-5	-13	0.92	-20
Cc1cc(C(=O)COC(=O)C2=NNC(=O)CC2)c(C)n1-c1ccc(OC(F)F)cc1	8[fluorescence artefact?]	11[fluorescence artefact?]	-3	5	-14	6	-12[20 µM]	1.5	16
COc1cc2[nH]c(=O)n(CCCC(=O)N3CC=C(c4ccccc4)CC3)c(=O)c2cc1OC	4[fluorescence artefact?]	11	-18	8	-10	4	-21	0.22	-4
CCn1nc(C)c([N+](=O)[O-])c1C(=O)NNC(=O)c1ccc(Cl)cc1	3	-2	20	-3	-11	10	-12	-0.46	-3
